Source: PubChem (National Center for Advancing Translational Sciences (NCATS))
ERG-DNA inh: qHTS for Small Molecule Inhibitors of the ERG Ets/DNA interaction; Transcriptional regulator ERG (Homo sapiens), P11308; fluorescence polarization, His-ERG Ets domain / labelled DNA; Potency, µM (titrated, usually from 76.9 µM), for the others: top-dose FP activity, negative = inhibition, actives largely listed as inhibitors; actives 0.028% (n = 370,000); active means well fitted inhibition curve with a large enough effect in the polarisation, with a control signal flat; inconclusive means small, poorly fitted or top-dose-only effect, or effect the other way, or a change in a side signal; inactive means no such curve, though single readings can be large or run the other way; the % refers to the polarisation;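 further: polarization taken with two DNA probes labelled with fluorescein and Texas red; % of control where 0% means no effect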
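His-tagged ERG Ets domain (1 uM in the protein solution; 300mM KCl, 50mM Tris-HCl, 1mM EDTA, 1mM DTT, pH 7.5) received compound, then a probe mix of 5 nM fluorescein-DNA and 100nM Texas-615-DNA. Fluorescence polarization was read for both dyes.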
RGS4 inh: Inhibitors of Regulator of G Protein Signaling (RGS) 4: qHTS; actives 0.039% (n = 390,000); Transcreener GDP fluorescence polarization, RGS4-accelerated GTP hydrolysis; Potency, µM (series often up to 114 µM), for inactives: at the top dose activity change, negative = inhibition, most hits filed as inhibitors; AID 504845, 2011; further: on the % scale 0 is the no-effect control and ±100 the full control effect; nearly all actives have a fitted effect of over 75% in size; some results filed as inactive show a strong effect at the top dose
Target sequence (P49798 whole entry, looked up): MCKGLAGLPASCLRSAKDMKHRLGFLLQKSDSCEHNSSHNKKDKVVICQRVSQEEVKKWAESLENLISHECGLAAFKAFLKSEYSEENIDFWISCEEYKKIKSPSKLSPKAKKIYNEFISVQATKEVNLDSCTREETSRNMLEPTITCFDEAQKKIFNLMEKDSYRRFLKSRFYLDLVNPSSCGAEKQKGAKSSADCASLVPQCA
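MLSMR compounds (23 nl, pin-transferred) preincubated 10 min at room temperature with a 500nM (2x) first reagent, then RGS4 at 900nM (2x) plus Transcreener GDP mix added; fluorescence polarization (620/688 nm) read before and after 90 min at 30 °C.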
HP1b chromo inh: HTS for Inhibitors of HP1-beta Chromodomain Interactions with Methylated Histone Tails; AID 540317, 2011; Potency, µM (titrated, usually from 114 µM), for the others: top-dose activity change, negative = inhibition, actives largely listed as inhibitors; Chromobox protein homolog 1 (Homo sapiens), P83916; actives 0.56% (n = 390,000); AlphaScreen HP1-beta / biotin-H3K9me3 peptide binding; further: nearly all actives have a fitted effect of over 70% in size; inactives centre near 23
Target sequence (P83916 whole entry, looked up): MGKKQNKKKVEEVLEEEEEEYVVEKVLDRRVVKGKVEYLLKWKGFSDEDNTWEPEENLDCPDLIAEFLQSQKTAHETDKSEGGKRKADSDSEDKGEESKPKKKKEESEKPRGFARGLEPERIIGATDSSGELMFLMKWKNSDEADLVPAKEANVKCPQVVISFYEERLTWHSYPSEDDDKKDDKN
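Compound inhibition of the preformed complex between 50 nM HP1-beta and 50 nM biotinylated H3K9me3 peptide was read by AlphaScreen. Buffer was PBS pH 7.4 with 0.01% Tween-20. Incubations ran 30 min at room temperature, with 10 ug/mL donor/acceptor beads.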
PGK inhibitor: qHTS Assay to Find Inhibitors of Phosphoglycerate Kinase; Phosphoglycerate kinase, glycosomal (Trypanosoma brucei brucei), P07378; PGK/GAPDH coupled, Kinase-Glo luminescence, 60 min; Potency, µM (titrated, usually from 57.5 µM), without a hit: at the highest dose activity change, negative = inhibition, usual class: inhibitors; actives 0.043% (n = 380,000); further: on the % scale 0 is the no-effect control and ±100 the full control effect; nearly all actives have a fitted effect of over 60% in size
Target sequence (P07378 whole entry, looked up): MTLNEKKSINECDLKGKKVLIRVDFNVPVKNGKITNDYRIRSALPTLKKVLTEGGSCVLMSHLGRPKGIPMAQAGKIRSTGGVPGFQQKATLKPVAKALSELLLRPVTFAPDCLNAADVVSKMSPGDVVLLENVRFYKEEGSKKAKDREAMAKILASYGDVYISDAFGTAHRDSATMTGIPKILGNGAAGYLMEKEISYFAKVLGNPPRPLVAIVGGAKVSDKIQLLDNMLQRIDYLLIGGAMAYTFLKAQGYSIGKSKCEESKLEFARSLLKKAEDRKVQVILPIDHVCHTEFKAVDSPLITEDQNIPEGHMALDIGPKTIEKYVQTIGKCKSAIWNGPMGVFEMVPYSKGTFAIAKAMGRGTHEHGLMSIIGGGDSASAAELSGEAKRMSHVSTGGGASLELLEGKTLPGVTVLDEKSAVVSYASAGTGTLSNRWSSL
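Luminescent ATP detection (Kinase-Glo Plus) follows a 60-minute room-temperature incubation, with wells lacking PGK as controls. Buffer: 100 mM TEA (pH 7.6), 5 mM MgCl2, 0.01% Tween-20. Coupling enzyme GAPDH (100 nM final) supplies unstable 1,3-BPG in-well.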
Pin1 inh: qHTS Assay to Find Inhibitors of Pin1; Peptidyl-prolyl cis-trans isomerase NIMA-interacting 1 (Homo sapiens), Q13526; Pin1 FP peptide displacement, HiFluor488, 10 min; Potency, µM (top dose mostly 115 µM), for inactives: at the top dose activity, negative = inhibition, most hits filed as inhibitors; actives 0.009% (n = 390,000); AID 504891, 2011; active means well fitted inhibition curve with a large enough effect in the polarisation, with a control signal flat, not every such curve was filed as active; inconclusive means small, poorly fitted or top-dose-only effect, or effect the other way, or a change in a side signal; inactive means no such curve, though single readings can be large or run the other way; the % refers to the polarisation; further: on the % scale 0 is the no-effect control and ±100 the full control effect
Target sequence (Q13526 whole entry, looked up): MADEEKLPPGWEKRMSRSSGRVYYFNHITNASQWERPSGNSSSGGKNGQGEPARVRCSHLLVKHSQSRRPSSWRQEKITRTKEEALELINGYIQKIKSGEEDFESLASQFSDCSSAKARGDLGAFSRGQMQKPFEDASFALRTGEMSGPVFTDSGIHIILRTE
TrxR1 inh: qHTS Assay for Inhibitors of Mammalian Selenoprotein Thioredoxin Reductase 1 (TrxR1): qHTS; Potency, µM (doses to about 114 µM), for inactives: at the highest dose activity change, negative = inhibition, hits mostly inhibitors; recombinant rTrxR1, NADPH fluorescence consumption, selenite substrate; actives 1% (n = 390,000); AID 588453, 2011; further: on the % scale 0 is the no-effect control and ±100 the full control effect; nearly all actives have a fitted effect of over 65% in size
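Rat TrxR1 (90 nM in the dispensed reagent) was pre-reduced with 400 uM NADPH for 5 min at room temperature, then incubated with compound for 15 min. After 400 uM selenite was added, NADPH fluorescence (Ex 340/Em 450 nm) was followed for 8 min.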
ALOX12 inh: Primary qHTS assay for inhibitors of human arachidonate 12S-lipoxygenase (ALOX12): Round 2 | Polyunsaturated fatty acid lipoxygenase ALOX12 (Homo sapiens), P18054 | purified 12hLO, xylenol orange hydroperoxide absorbance | Potency, µM (doses to about 108 µM), for inactives: at the highest dose activity change, negative = inhibition, hits mostly inhibitors | actives 1.1% (n = 580,000); further: on the % scale 0 is the no-effect control and ±100 the full control effect
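Purified human 12hLO at 150 nM in 25 mM Hepes, 0.01% Triton X-100, pH 7.0, preincubated 15 min at room temperature with compound. Reaction started with 40 uM arachidonic acid, 30 min at room temperature. Hydroperoxide measured by Fe-xylenol orange, 573/405 nm absorbance ratio.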
GLS inh: qHTS for Inhibitors of Glutaminase (GLS) | Glutaminase kidney isoform, mitochondrial (Homo sapiens), O94925 | GLS enzymatic activity, qHTS titration | Potency, µM (titrated, usually from 45.5 µM), for the others: at the highest dose activity change, negative = inhibition, most hits filed as inhibitors | actives 0.21% (n = 410,000); further: on the % scale 0 is the no-effect control and ±100 the full control effect
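Enzyme dispensed in phosphate buffer (45 mM, pH 8.2, 0.02% Tween-20), compounds pinned in, then 1 mM L-glutamine solution and the glutamate oxidase–HRP–Amplex Red mix added; fluorescence read immediately and again after 30 min at room temperature.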
JMJD2A Tudor: qHTS Assay for Inhibitors of JMJD2A-Tudor Domain. Lysine-specific demethylase 4A (Homo sapiens), O75164. AlphaScreen JMJD2A-Tudor / H3K4me3 peptide binding. Potency, µM (series often up to 114 µM), for the others: at the highest dose activity change, negative = inhibition, usual class: inhibitors. actives 4.4% (n = 390,000). AID 504339, 2011; further: on the % scale 0 is the no-effect control and ±100 the full control effect; nearly all actives have a fitted effect of over 50% in size
Starred values were filed as active, the others as inactive; i = inactive; ? = inconclusive; nt = no result given; & = joins results of further samples; [ ] = remark or other dose. Unless noted, the call rests on the fitted dose curve; in most records, active means well fitted curve in the direction sought with a large enough effect; inconclusive means small, poorly fitted or top-dose-only effect, or another doubt; inactive means no such curve, though single readings can be large; an effect the other way counts as inactive or inconclusive. Potency means the concentration at half of the fitted maximal effect. Only part of the results is shown; rates above refer to the full screens.

SMILES	ERG-DNA inh	RGS4 inh	HP1b chromo inh	PGK inhibitor	Pin1 inh	TrxR1 inh	ALOX12 inh	GLS inh	JMJD2A Tudor
O=C(Nc1cccc(-n2cnnn2)c1)c1cccc(Cl)c1	-8%	-11%	35%	i	-12%	26%	-2%	4%	12%
C=CCN(c1ccc(C(=O)Nc2ccc3c(c2)n(C)c(=O)n3C)cc1)S(C)(=O)=O	-8%	-42%	53%[activator]	i	-3%	4%[57.1 µM]	-24%	-11%	-10%
Cc1ccccc1C(=O)Nc1ccc(N2CCCCCC2)cc1	-15%	-11%	35µM*	-4%	-11%	6%[57.1 µM]	-14%	21%	14µM*
CCCCC(CC)CNC(=O)C1C2C=CC(C2)C1C(=O)O (configuration not stated)	2%	-4%	16%	1%	-8%	10%	1%	6%	-21%
CC1C(=O)N2CCCc3cc(S(=O)(=O)NCc4ccc(F)cc4)cc1c32 (configuration not stated)	0%	-14%	19%	-5%	-3%	-4%[57.1 µM]	0%	-7%	0%
Fc1ccc(/C=N/c2c(-c3ccc(F)cc3)nc3n2CCS3)cc1	-3%	-29%	1%	2%	-10%	14%	?	-20%	-15%
Cc1noc(C)c1C(=O)Nc1nc(C23CC4CC(CC(C4)C2)C3)cs1	-6%	28%	10%	-5%	-4%	16%	3%	7%	-18%
COC(=O)C1CCN(C(=O)CN2C(=O)c3ccccc3S2(=O)=O)CC1	8%	-10%	41%[activator]	i	-6%	7%[57.1 µM]	-11%	-17%	-1%
COc1cccc(C(=O)Nc2cc3c(cc2N2CCOCC2)n(C)c(=O)n3C)c1	15%	-9%	80%[activator]	-8%	-1%	0%	-4%	2%	-7%
CCN1CCN(c2cc(C)c3cc(NC(=S)NCCN(C)C)ccc3n2)CC1	0%	-52%	-34%	i	-14%	?	?	26%	-15%
CCN(Cc1ccccc1)c1ccc(/C=N/N=C(N)N)cc1	-6%	4%	?	3%	1%	-5%	?	13%	35µM*
COc1ccc(OC)c(C(=O)NC(CC(N)=O)c2ccc(N3CCC(N4CCCC4)CC3)c([N+](=O)[O-])c2)c1 (configuration not stated)	0%	3%	16%	2%	-3%	6%	0%	4%	-25%
O=C(CCc1nc(-c2ccccc2)no1)NC1CCCCC1	-3%	-27%	27%	i	-9%	-16%	-24%	3%	-1%
COc1ccc2nc3ccccc3nc2c1NC(=O)c1ccccc1Cl	10%	11%	10%	-11%	?	-6%[57.1 µM]	-10%	6%	-2%
Cc1ccc(NS(=O)(=O)c2c(C)[nH]c(C)c2C(=O)N2CCCCC2)c(Cl)c1	5%	6%[56.9 µM]	37%	-2%	-2%	12%[57.1 µM]	-23%	6%	-14%
CCCCn1cnc2c(c1=O)c1nc3ccccc3nc1n2Cc1ccc2c(c1)OCO2	-3%	-28%[56.9 µM]	5%	-6%	0%	20%	7.9µM*	-13%	-18%
CCCc1cc(=O)[nH]c(SCC(=O)Nc2nonc2C)n1	0%	4%	29%	-6%	-1%	22%	-25%	-3%	-12%
Cc1nc2c(c(C)nn2-c2ccccc2)c(C)c1CCC(=O)Nc1ccccc1	1%	-10%	19%	5%	-1%	-10%	-2%	1%	-4%
C=CCSC1=N/C(=C\c2ccsc2)C(=O)S1	10%	-36%	147%[activator]	-9%	-1%	-30%	?	11%	48%[activator]
COc1cccc2c1C(=O)c1c(O)c3c(c(O)c1C2=O)C[C@@](O)(C(=O)CO)C[C@@H]3O[C@H]1C[C@H](N)[C@H](O)[C@H](C)O1	?	5%	16%	-4%	6%	12%	?	17%	-13%
COc1ccc(NC(=O)c2ccc3c(c2)OCO3)cc1[N+](=O)[O-]	6%	-9%	34%	-2%	?	25%[57.1 µM]	3%	-2%	-19%
CN(C)Cc1c(C(=O)N/N=C/c2cccc(OCc3ccc(F)cc3)c2)nnn1-c1nonc1N	4%	-9%	31%	9%	2%	11%	16%	-3%	-2%
CC1CCOC2(O1)C(=O)N(CN1CCN(c3ccccc3F)CC1)c1ccccc12 (configuration not stated)	-4%	?	16%	-2%	2%	-9%	-21%	6%	-13%
CN(C(=O)CSc1nnc2ccccn12)c1c(N)n(Cc2ccccc2)c(=O)[nH]c1=O	10%	-8%	?	-1%	9%	6%	8%	2%	-14%
O=C([C@@H]1CC=C[C@@H]2CCN(C3CC3)C(=O)[C@@H]21)N1CCN(c2ccccc2)CC1	3%	9%	17%	-5%	0%	-11%&6%	-4%	-6%	-20%

Fetched by structure from the entries so far (six):
SMILES	ERG-DNA inh	RGS4 inh	HP1b chromo inh	PGK inhibitor	Pin1 inh	TrxR1 inh	ALOX12 inh	GLS inh	JMJD2A Tudor
CN(C(=O)CSc1nnc2ccccn12)c1c(N)n(Cc2ccccc2)c(=O)[nH]c1=O	10%	-8%	?	-1%	9%	6%	8%	2%	-14%
COC(=O)C1CCN(C(=O)CN2C(=O)c3ccccc3S2(=O)=O)CC1	8%	-10%	41%[activator]	i	-6%	7%[57.1 µM]	-11%	-17%	-1%
Cc1nc2c(c(C)nn2-c2ccccc2)c(C)c1CCC(=O)Nc1ccccc1	1%	-10%	19%	5%	-1%	-10%	-2%	1%	-4%
COc1ccc2nc3ccccc3nc2c1NC(=O)c1ccccc1Cl	10%	11%	10%	-11%	?	-6%[57.1 µM]	-10%	6%	-2%
Fc1ccc(/C=N/c2c(-c3ccc(F)cc3)nc3n2CCS3)cc1	-3%	-29%	1%	2%	-10%	14%	?	-20%	-15%
COc1ccc(NC(=O)c2ccc3c(c2)OCO3)cc1[N+](=O)[O-]	6%	-9%	34%	-2%	?	25%[57.1 µM]	3%	-2%	-19%

More results follow.
SMILES	ERG-DNA inh	RGS4 inh	HP1b chromo inh	PGK inhibitor	Pin1 inh	TrxR1 inh	ALOX12 inh	GLS inh	JMJD2A Tudor
O=C(OCN1C(=O)c2ccccc2C1=O)c1ccccc1	-3%	-18%[56.9 µM]	63%[activator]	-1%	?	-12%	?	4%	-9%[57.1 µM]
Cc1cc(N2CCN(Cc3nc(-c4ccc(Cl)cc4)oc3C)CC2)cc(C)n1	-8%	17%	-3%	3%	1%	-10%	0%	0%	-31%
CCOCCN1CCN(c2c(CC)c(C)nc3cc(-c4cc(OC)cc(OC)c4)nn23)CC1	-6%	-6%[11.4 µM]	27%	-2%	0%	-17%[57.1 µM]	70%[activator]	4%	-24%[11.4 µM]
CCOc1ccc(CN(C)C(=O)CNC(=O)Cc2cccc3ccccc23)cc1	-4%	-18%	35%	-5%	15%	23%	0%	2%	-14%
COc1ccccc1N(CC(O)COc1ccccc1C)S(=O)(=O)c1ccccc1 (configuration not stated)	-11%	10%	12%	21%	8%	12%[57.1 µM]	-8%	5%	-9%
COC(=O)CSc1nnc(-c2ccc(S(=O)(=O)N3CCCC3)cc2)o1	-5%	-32%	30%	i	-8%	7%	9%	-1%	3%
COc1ccccc1NCCC(=O)OCC(=O)Nc1cccc(S(=O)(=O)N(C)C)c1	18%	17%	-2%	-9%	0%	40%[activator]	?	18%	?
O=C(NCc1ccccc1C(F)(F)F)c1cccc2c1C(=O)c1ccc(N3CCCCC3)cc1S2(=O)=O	12%	25%	55%[activator]	0%	43%[activator]	13%[57.1 µM]	-13%	3%	-16%
CC1CN(C(=O)COC(=O)[C@@H](NC(=O)c2ccccc2Cl)C(C)C)CC(C)O1 (some centres not stated)	nt	-12%	43%[activator]	-6%	1%	-14%	7%	-6%	-2%
O=C(NCCCN1CCN(c2ccccc2F)CC1)c1cc2c(s1)-c1ccccc1OC2	-4%	-6%	32%	-9%	14%	66%[activator]	?	1%	-13%
CN(CCCNC(=O)c1ccc(CS(=O)c2ccc(Br)cc2)o1)Cc1ccccc1 (configuration not stated)	-1%	-27%[56.9 µM]	60%[activator]	-3%	-1%	-14%	0%	-5%	-9%
C=CCn1c(SCC(=O)c2c(N)n(C3CC3)c(=O)[nH]c2=O)nnc1-c1ccoc1C	-10%	-24%	26%	-4%	-5%	-3%	30%	-4%	-5%
CCn1c(Cn2nnc(-c3ccccc3)n2)nnc1SCc1ccc(Cl)c(Cl)c1	3%	-14%	30%	-8%	8%	28%	-22%	-1%	-25%
